High-throughput results as filed in PubChem BioAssay.
PHOSPHO1 block = inhibitors of human PHOSPHO1 phosphatase; inhibition, % at 13.3 µM; actives 1.1% (n = 290,000); recombinant PHOSPHO1, absorbance phosphatase assay; in the data active means inhibition above about 60%
GPR7 antag = antagonists of human GPR7 (neuropeptides B/W receptor 1); P48145; GPR7-expressing cells, fluorescence antagonist assay; inhibition, % at 4.4 µM; actives 1.1% (n = 290,000); in the data active means inhibition above about 16%, passing the limit was not always enough;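 further: cells stimulated with the agonist NPW; 0% = agonist with vehicle and 100% = vehicle without agonist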
Target sequence (P48145 whole entry, looked up): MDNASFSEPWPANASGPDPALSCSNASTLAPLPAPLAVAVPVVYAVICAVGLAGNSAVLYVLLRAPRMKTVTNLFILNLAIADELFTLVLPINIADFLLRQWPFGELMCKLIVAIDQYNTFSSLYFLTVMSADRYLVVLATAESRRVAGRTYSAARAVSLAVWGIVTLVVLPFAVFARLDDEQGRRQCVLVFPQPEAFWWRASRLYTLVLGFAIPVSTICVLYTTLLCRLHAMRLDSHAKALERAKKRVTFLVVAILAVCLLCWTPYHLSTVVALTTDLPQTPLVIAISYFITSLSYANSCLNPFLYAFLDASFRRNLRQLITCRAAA
VIM-2 inh = blocks Pseudomonas aeruginosa VIM-2 metallo-beta-lactamase. purified VIM-2, nitrocefin hydrolysis, epi-absorbance fluorescence. inhibition, % at 5.6 µM. actives 0.89% (n = 290,000). AID 1527;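 active means inhibition above the mean of all tested compounds plus 3 SD, cutoff set per screening run, cut at about 7.5% in these data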;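 further: red hydrolysis product quenches plate fluorescence so inhibitors raise well fluorescence; 0% = enzyme with DMSO and 100% = DMSO without enzyme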
GalR3 antag = blocks the human galanin receptor 3; O60755; HEK293 GalR3-CNG cAMP membrane potential fluorescence; galR3 body fused to GalR1 C-terminus; inhibition, % at 3 µM; actives 0.44% (n = 360,000);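 active means inhibition above the screen-wide average plus 3 SD, cut at about 13% in these data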;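 further: forskolin and galanin both at EC90 stimulate the cells; cAMP rise reported by CNG channel membrane potential dye signal; 0% = forskolin plus galanin with DMSO and 100% = forskolin alone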
Target sequence (O60755 1-299 limits assumed): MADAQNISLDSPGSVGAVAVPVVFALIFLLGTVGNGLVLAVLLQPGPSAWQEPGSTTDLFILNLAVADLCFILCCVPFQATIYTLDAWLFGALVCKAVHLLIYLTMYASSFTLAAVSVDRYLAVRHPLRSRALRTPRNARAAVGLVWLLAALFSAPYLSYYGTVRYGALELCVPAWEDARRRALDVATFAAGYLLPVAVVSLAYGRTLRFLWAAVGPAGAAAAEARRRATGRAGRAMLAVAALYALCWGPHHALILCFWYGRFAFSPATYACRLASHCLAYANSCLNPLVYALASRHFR
IMP-1 inhibitor = inhibitors of Pseudomonas aeruginosa IMP-1 metallo-beta-lactamase | purified IMP-1, nitrocefin hydrolysis, epi-absorbance fluorescence | inhibition, % at 5.6 µM | actives 0.45% (n = 290,000) | AID 1556;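 active means inhibition above the mean plus 3 SD of all compounds in the same screening run, cut at about 4.5% in these data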;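 further: 0% = IMP-1 with DMSO and 100% = DMSO wells lacking enzyme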
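System: purified IMP-1 / Input: IMP-1 dispensed at 0.2 nM / Medium: 50 mM HEPES pH 7.1, 50 µM ZnSO4, 0.05% Brij 35 / Timing: 15 min enzyme–compound preincubation, then 25 min nitrocefin reaction, 25 °C / Technique: plate fluorescence quenching by hydrolysis product, ex 480/em 530 nm / Repeats: singlicate testing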
V1aR counter = counter-screen for oxytocin receptor agonists: human V1a receptor agonists; actives 0.25% (n = 320,000); P37288; CHO-V1R cells, Fluo-8 calcium fluorescence, agonist mode; 0% DMSO, 100% 3 nM vasopressin; activation, % at 3 µM; AID 2797;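 active means activation above the mean activation of all tested compounds plus 3 SD, per screening run, cut at about 20% in these data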;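 further: signal is peak over basal fluorescence ratio across a 100 second FLIPR read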
HCV NS3 hel inh = inhibitors of Hepatitis C virus NS3 helicase | NS3 helicase DNA unwinding, Cy5 molecular beacon fluorescence | inhibition, % at 10.9 µM | actives 0.56% (n = 290,000) | AID 1800;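 active means inhibition above the mean of all tested compounds plus 3 SD, set per campaign, cut at about 35% in these data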;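 further: 0% = DMSO wells and 100% = thioflavine S control wells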
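Assay system – hepatitis C virus NS3 helicase domain fragment enzyme · Buffer or medium – MOPS pH 6.5, MgCl2, DTT, Tween20, BSA · Reagent – Cy5/quencher beacon DNA duplex and ATP to start · Compound – single 10.9 µM dose · Timing – 1 h at 25 °C · Technique – Cy5 beacon fluorescence read at start and 1 h · Measure – % inhibition of unwinding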
DNA FID counter = counter-screen for HCV NS3 helicase inhibitors: DNA intercalator displacement | DNA fluorescent intercalator displacement, fluorescence | inhibition, % at 7.9 µM | actives 0.17% (n = 290,000); in the data active means inhibition above about 37%;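 further: 0% = vehicle and 100% = reference compound; higher means more ethidium bromide displaced from hairpin DNA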
OXTR agonist = agonists of human oxytocin receptor; P30559; AID 2435; CHO-OTR cells, Fluo-8 calcium fluorescence; normalized: DMSO 0%, oxytocin 100%; activation, % at 3 µM; actives 0.32% (n = 320,000);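 active means activation above the mean of all tested compounds plus 3 SD, cutoff set per screening run, cut at about 20% in these data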;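 further: peak over basal fluorescence ratio from a 100 s FLIPR kinetic read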
Target sequence (P30559 whole entry, looked up): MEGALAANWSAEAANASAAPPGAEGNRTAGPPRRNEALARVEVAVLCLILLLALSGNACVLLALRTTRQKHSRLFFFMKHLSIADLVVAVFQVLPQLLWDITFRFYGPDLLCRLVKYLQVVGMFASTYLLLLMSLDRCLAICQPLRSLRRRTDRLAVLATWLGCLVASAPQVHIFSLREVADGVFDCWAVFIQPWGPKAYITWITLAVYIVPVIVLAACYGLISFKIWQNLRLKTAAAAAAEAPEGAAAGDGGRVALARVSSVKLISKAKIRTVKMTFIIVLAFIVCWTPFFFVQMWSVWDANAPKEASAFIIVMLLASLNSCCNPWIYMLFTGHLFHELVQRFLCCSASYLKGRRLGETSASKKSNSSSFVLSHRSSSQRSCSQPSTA
An asterisk follows results filed as active; . = not tested or not shown; & = joins results of further samples.

SMILES	PHOSPHO1 block	GPR7 antag	VIM-2 inh	GalR3 antag	IMP-1 inhibitor	V1aR counter	HCV NS3 hel inh	DNA FID counter	OXTR agonist
Cc1ccc(C(=O)OCCn2cc(C#N)c(=O)[nH]c2=O)cc1	20	0	-2.2	-4	-2.0	1.3	1	-2	-0.1
CCN(C(=O)COC(=O)CCc1ccccc1)c1ccccc1	16	1	-1.2	-6	-1.0	-0.5	-9	-30	-1.1
Cn1c(=O)n(C)c2cc([N+](=O)[O-])c(N3CCN(C(=O)c4cccc(F)c4)CC3)cc21	44	-3	-0.2	6	-3.1	4.7	-3	-23	2.7
CCc1nnc2cccc(Cl)n12	20	-5	0.9	5	-3.0	1.2	-1	0	0.1
Cn1c(SCc2cccnc2)nnc1-c1c[nH]c2ccccc12	30	-10	-0.7	.	-2.3	1.0	-2	-6	0.0
Nc1cc(=O)[nH]c(=O)n1CC1CC1	-14	0	-2.0	-2	-4.0	0.3	2	-3	0.2
COC(=O)c1sc2nc(C)cc(C)c2c1N	52	-2	0.8	-4	-1.1	-1.6	2	0	-1.6
CC(C)c1nc(-c2ccc([N+](=O)[O-])cc2)cs1	0	-2	-3.5	-3	-3.5	-0.3	0	4	-2.6
CC(=O)c1sc(NC(=O)C2=NN(c3ccccc3)C(=O)CC2)nc1C	15	-5	-0.8	6	-2.5	1.1	3	-14	0.6
CCOC(=O)C1(Cc2ccc(OC)cc2)CCN(C(=O)CCc2cccnc2)CC1	25	-4	-0.3	-4	-0.8	1.1	4	-35	-0.4
Cc1nn(Cc2ccccc2)c(C)c1NC(=O)CSc1nc2sc3c(c2c(=O)n1C)CCC3	.	-13	-2.7	.	-3.4	1.1	0	2	1.0
CC(C)(C)c1cc2nc(N)nc(N)n2n1	16	-12	-2.7	0	-3.6	1.4	-2	-1	0.4
c1ccc2sc(SN3CCOCC3)nc2c1	66*	11	-1.1	-4	-3.1	0.9	3	1	0.3
O=C(NCCCN1CCCC1)c1ccc2c(c1)N(Cc1ccccc1F)C(=O)c1ccccc1S2(=O)=O	40	-1	-1.4	0	-0.9	-0.6	-23	30	0.5
O=C(Nc1cc(Cl)cc(Cl)c1)C(NCCO)c1ccccc1 (stereo unspecified)	-11	-5	0.6	-6	-1.4	0.5	9	2	0.8

Not a retest: 6 of the compounds above.
SMILES	PHOSPHO1 block	GPR7 antag	VIM-2 inh	GalR3 antag	IMP-1 inhibitor	V1aR counter	HCV NS3 hel inh	DNA FID counter	OXTR agonist
CCOC(=O)C1(Cc2ccc(OC)cc2)CCN(C(=O)CCc2cccnc2)CC1	25	-4	-0.3	-4	-0.8	1.1	4	-35	-0.4
Cc1nn(Cc2ccccc2)c(C)c1NC(=O)CSc1nc2sc3c(c2c(=O)n1C)CCC3	.	-13	-2.7	.	-3.4	1.1	0	2	1.0
CC(C)(C)c1cc2nc(N)nc(N)n2n1	16	-12	-2.7	0	-3.6	1.4	-2	-1	0.4
c1ccc2sc(SN3CCOCC3)nc2c1	66*	11	-1.1	-4	-3.1	0.9	3	1	0.3
O=C(NCCCN1CCCC1)c1ccc2c(c1)N(Cc1ccccc1F)C(=O)c1ccccc1S2(=O)=O	40	-1	-1.4	0	-0.9	-0.6	-23	30	0.5
O=C(Nc1cc(Cl)cc(Cl)c1)C(NCCO)c1ccccc1 (stereo unspecified)	-11	-5	0.6	-6	-1.4	0.5	9	2	0.8

Going on with the list.
SMILES	PHOSPHO1 block	GPR7 antag	VIM-2 inh	GalR3 antag	IMP-1 inhibitor	V1aR counter	HCV NS3 hel inh	DNA FID counter	OXTR agonist
COC(=O)C(N)Cc1ccc(OC)c([N+](=O)[O-])c1 (stereo unspecified)	24	-7	0.2	-4	-1.5	-0.2	-3	2	0.0
Cn1c(=O)c2c(ncn2CC(=O)N(Cc2ccccc2)c2ccccn2)n(C)c1=O	-18	0	-0.7	4	-0.1	0.3	2	-11	-0.1
Cc1ccsc1C(=O)NCc1ccccc1Cl	32	-6	-0.9	-7	-3.4	0.1	5	-9	-1.1
CC(C)(C)OC(=O)N1CCC[C@H]1c1nnc(SCc2ccc(Cl)cc2Cl)o1	26	0	1.4	2	2.7	0.3	-16	-37	-2.1
CCC(=O)NC(=S)Nc1ccc(NC(=O)COc2ccccc2)cc1	9	10	-0.1	-3	1.8	1.2	3	1	0.0
Cc1ccccc1C(=O)Nc1ccc(C(=O)N/N=C/c2ccc(O)cc2)cc1	31	-6	-2.8	-7	-2.8	0.4	-3	-23	-0.5
COc1ccc(Nc2nc(N)c([N+](=O)[O-])c(NCc3ccccc3)n2)cc1	8	-18	-4.7	-4	-4.5	-0.6	-60	2	-2.6
COC(=O)Cn1cc(S(=O)(=O)NCc2ccc(C)cc2)c2cc([N+](=O)[O-])ccc21	52	1	-2.6	-8	-4.3	.	-1	-6	.
CC(=O)/C(C=Nc1noc(C)c1Br)=C(\C)O	-1	0	-0.1	-2	1.9	1.1	-4	-2	-0.8
Cc1cc(C)n(CC(=O)NC2CCCc3c2cnn3-c2ccccc2F)n1 (stereo unspecified)	12	8	-1.5	1	-1.4	0.7	3	-20	1.2
CCOCCCNC(=S)N1CCCC(c2nc3ccc(C)cc3[nH]2)C1 (stereo unspecified)	-56	-3	-2.5	-3	-4.1	-1.6	1	-8	-2.0
C1CCN=C(Nc2nc3c(s2)CCCC3)CC1	14	-10	-0.4	-1	-2.5	0.1	-5	1	-0.7
C=CCOn1c(=O)c(C)[n+]([O-])c2ccccc21	36	-3	-1.6	-4	-1.2	1.3	7	-6	0.6
Cc1noc(C)c1S(=O)(=O)Nc1cccc(CO)c1	19	-7	-2.0	7	-2.6	0.9	4	-1	0.0
CCCN1C(=O)/C(=c2\sc3nc(=O)c(Cc4ccc(C)cc4)nn3c2=O)c2ccccc21	35	-7	-2.4	-4	-2.1	0.0	30	-22	-0.1
Cc1cc(C2(c3ccc(O)c(C)c3)OC(=O)c3ccccc32)ccc1O	-3	-5	0.3	-4	-3.4	5.1	-12	-7	7.0
Cc1ccc(Nc2nc(-c3ccncc3)cs2)cc1	8	6	-1.7	-8	-0.8	.	-11	-5	.
COc1ccc(N(C)C(=O)c2cn(C)c(=O)c3cc(OC)c(OC)cc23)cc1	.	-10	0.3	-8	-1.9	1.2	0	-17	-0.1
O=C(CSc1nnc(CNC(=O)c2ccco2)o1)Nc1ccc(F)cc1	49	-14	-2.6	-9	-3.1	1.1	5	-3	0.0
CC(C)c1ccc2c(c1)CCC1C(C)(CN)CCCC21C (stereo unspecified)	22	26	-1.3	-7	-0.6	7.2	-70	26	7.0
CCCn1c(NC(=O)c2ccccc2Br)nc2ccccc21	37	-9	-3.5	2	-4.1	-1.2	3	-17	-2.5
O=C(CCNC(=O)N1CCn2c1nc1ccccc12)NCc1ccccc1Cl	22	8	-1.7	-1	-0.6	3.3	5	-42	-1.7
CC(=NCCCn1ccnc1)c1c(-c2ccccc2)[nH]n(-c2nc3ccccc3s2)c1=O	11	0	-0.5	-2	-2.1	-0.7	-11	4	-2.0
Clc1nc2ccccc2cc1/C=N/Nc1nc2ccccc2[nH]1	-25	-1	-4.2	-6	-2.5	-0.5	3	-7	-1.8
CS(=O)(=O)N1CCC(NC(=O)Cc2ccccc2)CC1	-32	-1	-1.3	-3	1.2	1.1	7	2	0.0
Nc1nnc(SCC(=O)NC2CCCc3ccccc32)s1 (stereo unspecified)	33	1	-0.8	4	-1.5	-0.1	8	-4	-0.6
CCC1(CC)Cc2ccccc2-c2nc(CN3CCOCC3)[nH]c(=O)c21	-6	-3	-4.2	-6	-2.5	0.2	-4	-13	-0.5
CCC(C)NC(=O)C1CCC(CNS(=O)(=O)c2ccc3c(c2)CC(C)N3C(C)=O)CC1 (stereo unspecified)	27	4	-1.2	-4	-2.1	-0.1	10	-44	-1.2
Cc1ccc(-c2nc3ccccc3[nH]2)cc1NC(=O)c1sc2ccccc2c1Cl	40	-6	-2.1	0	-0.3	0.7	-2	6	0.0
O=C(Nc1cccc2c1C(=O)NC2=O)c1cccc(N2C(=O)CCC2=O)c1	34	-7	0.9	4	8.8*	-0.1	5	-3	0.8
CCN1CCN(C(=O)CN(CC)S(=O)(=O)c2ccc(F)cc2)CC1	21	-13	-1.7	1	0.9	1.2	10	2	0.3
CCc1ccc2[nH]c(=O)c(CN(CCN(C)C)C(=O)Nc3ccccc3)cc2c1	13	-8	0.4	-7	-1.9	2.0	-12	10	0.7
Cc1cccc2cc(C#N)c(SCC(=O)Nc3ccccc3N3CCOCC3)nc12	-22	0	-0.8	2	-1.5	-0.2	0	-5	-1.3
COc1cc(NC(=S)N2CCN(C/C=C/c3ccccc3)CC2)cc(OC)c1	-6	2	-0.6	-6	0.0	1.9	-29	0	2.9
CCC(C)NC(=O)c1cc2c(=O)[nH]c3ccc(C)cc3c2s1 (stereo unspecified)	.	1	3.8	-16	-1.4	-0.5	3	-17	-0.9
COc1cccc(NC(=O)c2sc(NC(=O)c3ccncc3)nc2C)c1	5	1	-1.5	4	-0.7	0.2	4	-3	0.2
Cc1ccc(NC(=O)CSCC#N)cc1Cl	8	2	-3.2	2	-2.5	0.8	2	0	1.5
Cc1ccc(C(=O)NNC(=O)c2ccc(S(=O)(=O)N3CCOCC3)cc2)cc1	19	1	-4.5	-9	-5.2	1.3	9	-7	-0.1
Cc1cccc(CSc2nnc(-c3ccccn3)n2N)c1	63*	-11	-2.6	-5	-1.6	-1.2	1	-7	-0.6
COc1ccc(-n2c3c(c(=O)[nH]c2=O)C(NC(=O)c2ccncc2)(C(F)(F)F)C(=O)N3)cc1 (stereo unspecified)	-10	-20	-1.5	-8	-2.3	0.9	-6	-1	0.8
CC(CCOC1=NS(=O)(=O)c2ccccc21)NC(=O)C(=O)Nc1ccccc1 (stereo unspecified)	32	-3	-0.4	9	-2.1	1.5	8	-16	5.4
Cc1cccc2c(SCC(N)=O)nc(-c3ccccc3)nc12	55	-12	-0.3	-9	-1.8	-0.6	-15	-16	-0.2
C/C(N)=C(/C#N)C(=O)COC(=O)c1cc(C)n(-c2ccc(F)cc2)c1C	0	19	0.6	-2&-1	-0.2	5.3	-12	-12	2.9
Cc1noc(C)c1COc1ccc(C(=O)OCC(=O)NC(=O)C2COc3ccccc3O2)cc1 (stereo unspecified)	3	8	-0.6	-1	-0.8	.	-8	-2	.
